DNMT1 inh: human DNMT1 methyltransferase inhibitors, primary screen, biochemical, molecular beacon, fluorescence, HinP1I cleavage, uHTS | inhibition (reported as % activation of signal), % at 10 µM | DNA (cytosine-5)-methyltransferase 1 (Homo sapiens), P26358 | AID 588458, 2011 | 360,000 compounds, 0.83% hits; in the data active means inhibition above about 50%
Target sequence (P26358 504-1616 limits assumed): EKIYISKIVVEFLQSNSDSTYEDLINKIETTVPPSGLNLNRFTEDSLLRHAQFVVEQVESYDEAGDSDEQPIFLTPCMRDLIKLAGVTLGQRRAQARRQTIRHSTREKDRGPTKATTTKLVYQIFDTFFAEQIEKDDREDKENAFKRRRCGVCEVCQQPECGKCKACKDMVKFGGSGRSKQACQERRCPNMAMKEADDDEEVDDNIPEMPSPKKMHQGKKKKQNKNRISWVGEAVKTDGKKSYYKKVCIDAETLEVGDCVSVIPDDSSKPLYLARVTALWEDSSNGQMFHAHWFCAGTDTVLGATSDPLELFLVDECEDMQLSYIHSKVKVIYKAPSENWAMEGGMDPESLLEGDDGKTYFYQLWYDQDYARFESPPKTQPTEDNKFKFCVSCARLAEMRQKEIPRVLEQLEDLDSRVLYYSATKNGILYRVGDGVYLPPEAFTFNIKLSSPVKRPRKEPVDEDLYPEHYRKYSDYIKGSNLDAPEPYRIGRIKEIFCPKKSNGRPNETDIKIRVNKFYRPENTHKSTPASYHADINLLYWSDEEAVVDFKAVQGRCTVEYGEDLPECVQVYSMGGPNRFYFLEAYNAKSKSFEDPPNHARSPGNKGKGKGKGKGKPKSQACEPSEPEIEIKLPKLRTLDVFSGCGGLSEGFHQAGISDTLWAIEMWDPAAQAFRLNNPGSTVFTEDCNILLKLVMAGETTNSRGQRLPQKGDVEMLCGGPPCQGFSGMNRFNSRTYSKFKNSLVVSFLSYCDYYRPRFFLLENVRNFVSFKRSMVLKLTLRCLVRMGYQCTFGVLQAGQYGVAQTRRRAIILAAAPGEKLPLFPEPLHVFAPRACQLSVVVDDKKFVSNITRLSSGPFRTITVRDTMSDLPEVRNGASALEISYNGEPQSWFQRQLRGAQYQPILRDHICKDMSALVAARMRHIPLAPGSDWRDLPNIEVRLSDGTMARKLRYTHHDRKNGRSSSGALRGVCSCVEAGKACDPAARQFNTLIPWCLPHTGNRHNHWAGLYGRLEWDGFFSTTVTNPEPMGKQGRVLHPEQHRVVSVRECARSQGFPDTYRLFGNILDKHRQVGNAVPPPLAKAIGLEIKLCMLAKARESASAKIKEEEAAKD
Scp-1 inhibitor: Scp-1 phosphatase inhibitors, primary screen, biochemical, colorimetric, uHTS. Carboxy-terminal domain RNA polymerase II polypeptide A small phosphatase 1 (Homo …. Recombinant Scp1, phosphopeptide, malachite green phosphate absorbance. inhibition, % at 20 µM. 340,000 compounds, 0.88% hits;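 active means inhibition above about 50% at 20 µM, limit read from the data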;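 further: plate controls were DMSO wells with enzyme for no effect and wells lacking enzyme for full effect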
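Material – SCP-1 phosphatase catalytic domain, residues 76-261 · Buffer or medium – Acidic Tris acetate buffer with magnesium and detergent · Also added – Phospho 17-mer peptide substrate · Compound – single 20 µM dose, 1% DMSO · Times – 45 min room-temperature reaction, 5 min colour, 30 min stabiliser · Technique – Phosphate-binding colour reagent, absorbance read at 630 nm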
STEP block: STEP phosphatase inhibitors, primary screen, biochemical, fluorescence intensity, uHTS | Tyrosine-protein phosphatase non-receptor type 5 (Homo sapiens), P54829 | recombinant STEP, OMFP fluorogenic substrate | inhibition, % at 20 µM | 360,000 compounds, 0.25% hits | AID 588621, 2011;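 active means inhibition at 20 µM, scaled per plate between control wells, above about 37%, limit read from the data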;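 further: 0% = DMSO with enzyme and substrate and 100% = substrate only without enzyme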
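Material: STEP (striatal-enriched tyrosine phosphatase) enzyme, cell-free | Medium: 50 mM Bis-Tris pH 6.0 with 2.5 mM DTT and 0.005% Tween 20 | Read-out: Percent inhibition scaled to no-enzyme and uninhibited-enzyme controls, plate-pattern corrected | Signal: Fluorescence read at 480 nm ex / 540 nm em | Times: 20 min reaction, room temperature, in the dark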
Neddylation inh: inhibitors of cullin neddylation, primary screen, biochemical, TR-FRET, uHTS, NAE and Ubc12; calls only at 25 µM; NEDD8-conjugating enzyme Ubc12 (Homo sapiens) + NEDD8-activating enzyme E1 regulatory …; 360,000 compounds, 0.58% hits; in the data active means inhibition above about 36%
SUMO1-SIM PPI: modulators of SUMO1 protein-protein interactions, primary screen, biochemical, uHTS | Small ubiquitin-related modifier 1 (Homo sapiens), P63165 | SUMO1 binding to a labelled peptide, TR-FRET, 1 h | inhibition, % at 20 µM | 360,000 compounds, 0.33% hits; in the data active means inhibition above about 37%
LMPTP inh: LMPTP phosphatase inhibitors, primary screen, biochemical, fluorescence intensity, uHTS. Low molecular weight phosphotyrosine protein phosphatase (Homo sapiens), P24666. 360,000 compounds, 0.22% hits. AID 651560, 2012. inhibition, % at 20 µM. recombinant LMPTP-A, OMFP fluorogenic substrate;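 active means compounds that cut the enzyme signal by at least half of the control window in the single-dose screen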;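 further: plate controls were DMSO wells with enzyme plus substrate for no effect and substrate without enzyme for full effect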
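Test system: LMPTP-A, protein tyrosine phosphatase of low molecular weight; Input: 0.625 nM enzyme; Incubation: 50 min dark incubation at room temperature; Signal: endpoint fluorescence intensity from OMFP dephosphorylation; Read-out basis: % inhibition versus control wells.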
SKN-1 block: suppressors of acrylamide-induced Pgst-4::GFP reporter in worms, primary screen, SKN-1 inhibitor project, whole organism, uHTS, GFP/RFP fluorescence ratio, strain VP596 | C. elegans VP596 Pgst-4::GFP/RFP ratio, 24 h | inhibition, % at 21.8 µM | 360,000 compounds, 0.49% hits;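 active means interference check ratio from 0.5 to 1.5 plus GFP to RFP signal ratio inhibition reaching or exceeding a fixed threshold, cut at about 30% in these data, passing the limit was not always enough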; further: some compounds called inactive have numbers as strong as hits
TbMetRS inhib: T. brucei MetRS inhibitors, primary screen, biochemical, luminescence | methionyl-tRNA synthetase (Trypanosoma brucei brucei) | purified T. brucei MetRS, ATP depletion, Kinase-Glo luminescence | inhibition, % at 11.9 µM | 360,000 compounds, 0.4% hits;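 active means inhibition above a per-plate cutoff of the control wells' mean inhibition plus 3 SD, cut at about 5.5% in these data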;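 further: 0% = DMSO wells median and 100% = median of wells with control inhibitor compound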
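Measured by: Kinase-Glo luciferase luminescence reporting remaining unconsumed ATP. Material: purified T. brucei MetRS enzyme. Doses: 11.9 µM compound single dose, 0.9% DMSO. Medium: HEPES buffer containing pyrophosphatase, BSA, spermine, DTT. Times: 15 min preincubation, 2 h reaction, all 25 °C. Reagent: methionine, ATP and bulk E. coli tRNA.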
NRP1-CendR mod: modulators of CendR peptide binding to NRP-1, primary screen, biochemical, fluorescence polarization, uHTS; Neuropilin-1 (Homo sapiens), O14786; FAM-RPARPAR peptide binding to NRP-1; inhibition, % at 25 µM; 360,000 compounds, 0.85% hits; AID 602438, 2012;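 active means inhibition or corrected inhibition above about 18%, plus a signal ratio from 0.5 to 1.5, limit read from the data, passing the limit was not always enough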; further: strong numbers were not always called active
NadD inh: inhibitors of S. aureus NadD, primary screen, biochemical, colorimetric, uHTS. purified NadD enzyme, colorimetric absorbance read-out. inhibition, % at 20 µM. 360,000 compounds, 0.78% hits. AID 602399, 2012; in the data active means inhibition above about 26%; further: some compounds past the cut are filed as inactive
Active calls of the source: *; i = inactive; . = no result given.

SMILES	DNMT1 inh	Scp-1 inhibitor	STEP block	Neddylation inh	SUMO1-SIM PPI	LMPTP inh	SKN-1 block	TbMetRS inhib	NRP1-CendR mod	NadD inh
Nn1cc(-c2ccccc2)nc1SCC(=O)NCCc1ccccc1	1	0	0	i	1	0.1	1	-0.9	-10	-7
CCN1CCN(c2cc(C)c3cc(NC(=O)Cc4ccccc4OC)ccc3n2)CC1	-2	-2	2	i	-2	0.8	-19	-1.1	4	-10
CC1CC(C)CN(C(=O)c2ccc(NC(=O)c3ccc(=O)[nH]c3)cc2)C1 (centres undefined)	0	18	0	i	2	-0.1	-13	-0.7	-2	-1
Cc1csc(SCC(=O)NC(C)c2ccc(F)cc2)n1 (centres undefined)	1	-6	-2	i	-1	-1.1	-2	0.3	-2	-6
CCOC(=O)N1CCN(C(=O)C2CCN(S(=O)(=O)c3ccc(OC)cc3)CC2)CC1	-3	-8	-1	i	-4	-1.1	13	-0.5	15	-6
Fc1ccc2c(c1)C1C=CCC1C(c1cc3c(cc1Br)OCO3)N2 (centres undefined)	-15	-2	4	i	3	3.5	-4	0.6	2	28
CCOC(=O)NC(=O)CN1C(=O)NC2(CCc3ccccc32)C1=O (centres undefined)	-2	-3	1	i	2	-0.6	12	-0.7	4	6
CCOc1ccc(S(=O)(=O)N(CC)CC(=O)N2CCCC2)cc1	-1	-10	1	i	15	-3.2	13	0.5	4	-3
CN(C)C(=O)CSc1nnc(CCNC(=O)OC(C)(C)C)o1	-2	-2	1	i	1	-1.5	-23	0.0	-13	7
O=C(CNS(=O)(=O)/C=C/c1ccccc1)OC1CCOC1=O (centres undefined)	-4	-4	1	i	0	1.0	9	-1.4	12	-7
CN1CCN(c2oc(-c3ccccc3)nc2S(=O)(=O)c2ccc(Br)cc2)CC1	-4	-9	-1	i	11	-0.7	-6	-0.3	0	-3
COc1cc(/C=N/NC(=O)CCn2nnc3ccccc32)ccc1O	-1	-13	-2	i	-3	-1.2	-14	-0.4	-1	-5
O=C(NC(=S)Nn1cnc2c(cnn2-c2ccccc2)c1=O)c1ccccc1	-4	-7	-2	i	9	-1.3	-3	-0.5	4	6
COc1ccccc1-c1nnc(SCCN2CCOCC2)n1-c1ccc(C)cc1	3	-6	-3	i	-2	-3.1	-2	0.0	6	6
O=C(C1=C[C@@H](c2ccc(Br)cc2)C[C@@H](OCCCCO)O1)N1CCN(Cc2ccccc2)CC1	-14	0	1	i	-4	-0.3	-3	-0.1	-9	-2
Cn1c(SCC(=O)Nc2ccc(Cl)cc2)nc(O)cc1=O	0	-11	0	i	-2	-0.5	6	0.1	0	6
CCN(CC)S(=O)(=O)c1ccc(N2CCOCC2)c(NC(=O)c2[nH]c(C)c(C(C)=O)c2C)c1	1	-4	-3	i	-13	1.1	-4	-0.2	7	-2
CSc1nc2sc3c(c2c2nnnn12)CCCC3	7	-9	0	i	-4	0.2	11	-0.3	-3	-11
CNC(=O)CN1C(=O)c2ccccc2S1(=O)=O	-2	-12	-1	i	5	-2.6	10	-0.5	-2	2
CCN(CC)CCN(C(=O)c1ccc(S(=O)(=O)N(C)C2CCCCC2)cc1)c1nc2c(C)cccc2s1	2	6	4	i	7	4.1	8	0.0	-8	4

In another format: 4 of the compounds above
| structure | DNMT1 inh | Scp-1 inhibitor | STEP block | Neddylation inh | SUMO1-SIM PPI | LMPTP inh | SKN-1 block | TbMetRS inhib | NRP1-CendR mod | NadD inh |
| --- | --- | --- | --- | --- | --- | --- | --- | --- | --- | --- |
| CCN(CC)CCN(C(=O)c1ccc(S(=O)(=O)N(C)C2CCCCC2)cc1)c1nc2c(C)cccc2s1 | 2 | 6 | 4 | i | 7 | 4.1 | 8 | 0.0 | -8 | 4 |
| Cn1c(SCC(=O)Nc2ccc(Cl)cc2)nc(O)cc1=O | 0 | -11 | 0 | i | -2 | -0.5 | 6 | 0.1 | 0 | 6 |
| CCOC(=O)N1CCN(C(=O)C2CCN(S(=O)(=O)c3ccc(OC)cc3)CC2)CC1 | -3 | -8 | -1 | i | -4 | -1.1 | 13 | -0.5 | 15 | -6 |
| CCN1CCN(c2cc(C)c3cc(NC(=O)Cc4ccccc4OC)ccc3n2)CC1 | -2 | -2 | 2 | i | -2 | 0.8 | -19 | -1.1 | 4 | -10 |

Additional compounds
SMILES	DNMT1 inh	Scp-1 inhibitor	STEP block	Neddylation inh	SUMO1-SIM PPI	LMPTP inh	SKN-1 block	TbMetRS inhib	NRP1-CendR mod	NadD inh
Cc1noc(C)c1CCC(=O)N1CCCC(CCC(=O)NCc2ccc(F)c(F)c2)C1 (centres undefined)	-1	-4	-1	i	1	-0.6	-1	0.0	-4	-1
C#CCN(C[C@@H]1[C@@H](OC(=O)NCCCCCC)[C@@H](OC(=O)NCCCCCC)Cn2c(=O)n(CCCCCC)c(=O)n21)S(=O)(=O)c1ccc(C)cc1	4	.	3	i	3	-6.5	5	-0.2	3	-1
COc1cc(C(=O)Nc2ccc(S(=O)(=O)NC(C)C)cc2)cc(OC)c1OC	0	0	-3	i	0	0.8	-4	-1.0	7	-6
O=C(Nc1nc(-c2cccnc2)cs1)c1ccc(S(=O)(=O)N2CCOCC2)cc1	-2	-8	1	i	-1	1.3	-2	-0.1	5	1
COc1ccc(S(=O)(=O)N2CCOCC2)cc1NC(=O)c1ccc(=O)[nH]c1	0	-2	1	i	3	0.3	3	-0.1	-6	1
COCC1CCCN(C(=O)c2cc(COc3cccc4cccnc34)on2)C1 (centres undefined)	0	-6	-1	i	-4	-0.4	18	-0.3	0	-2
Cc1cccc(C)c1OCc1cc(C(=O)NC2CCC2)no1	1	-4	-2	i	-4	0.2	-8	-0.1	-2	3
Fc1ccc2c(c1)[C@H]1OCC[C@H]1[C@@H](c1ccco1)N2	-2	-4	1	.	-6	-2.4	-2	-0.4	-2	4
CCc1nc(C)cc(N)c1OCc1ccccc1	-3	-11	-1	i	0	1.6	-9	-0.5	6	0
Cc1cc(C)c(NC(=O)CSc2ccc(-c3ccccn3)nn2)c(C)c1	0	-8	-1	i	0	-1.3	-10	-0.5	5	6
COC(=O)c1cc2sccc2n1Cc1nc(-c2ccc(OC)cc2)oc1C	-1	-10	1	i	-4	2.9	18	-0.1	-14	-2
COc1ccc(C(C)NC(=O)c2ccc([N+](=O)[O-])cc2)cc1OC (centres undefined)	1	-11	-4	i	-23	-0.9	-5	-0.8	-9	-5
Cc1cccc(NC(=O)C(c2cccc([N+](=O)[O-])c2)N2CCCCC2)c1 (centres undefined)	-6	-4	1	i	-15	0.8	4	0.0	3	2
COc1ccc(NC(=O)CN(C)C(=O)COc2ccccc2Cc2ccccc2)cc1	5	-3	-3	i	5	1.7	10	-0.4	-9	-7
COc1cc(NCCCCCCN)c2ncccc2c1OC	62*	-15	2	i	-12	29	26	0.3	31*	51*
O=C(COc1ncnc2ccccc12)Nc1cccc(S(=O)(=O)N2CCOCC2)c1	2	2	1	i	-7	-2.0	-8	2.8	-1	4
CCOC(=O)c1ccc(COc2ccc(C(C)C)cc2)o1	2	-3	2	i	2	3.9	0	-0.1	4	-3
Cc1n[nH]c(C)c1CCNCc1ccc(OCC(O)CN2CCCCC2)cc1 (centres undefined)	-3	-6	1	i	0	-0.4	-10	-0.1	1	-7
O=C(NNC(=O)c1cc(-c2ccncc2)nc2ccccc12)c1cccc(Cl)c1	1	-9	-1	i	0	0.2	13	-0.3	-7	7
COc1ccc([N+](=O)[O-])cc1NCC(=O)Nc1cccc(S(=O)(=O)N2CCCC2)c1	-5	-11	2	i	-24	1.3	13	0.1	-8	2
Cc1c(OC(C)C(=O)NCCCN2CCCC2=O)ccc2c3c(c(=O)oc12)CCCC3 (centres undefined)	3	-4	0	.	3	0.5	16	0.0	-1	6
CCn1c(=O)c([N+](=O)[O-])c(N2CCOCC2)c2ccccc21	0	-5	-4	i	-3	-1.0	7	0.7	-13	1
Cc1occc1C(=O)Nc1c(F)cc(F)cc1Br	2	-4	-1	i	-2	-0.5	-15	-0.2	-10	-7
O=C(C[n+]1cccc(CO)c1)Nc1nc2ccccc2s1	-1	-3	-1	i	0	-1.0	4	-0.6	-8	-2
NC(=NCCc1c[nH]c2ccccc12)NS(=O)(=O)c1ccc(F)cc1	-2	0	-2	i	-1	-1.4	10	0.1	-6	-4
CC(C)(C)NS(=O)(=O)c1ccc(OCC(=O)NCc2ccco2)cc1	2	-9	-4	i	2	-2.5	10	-0.7	1	-7
COc1ccc(CCC(=O)N(C)CC(=O)Nc2ccc(Cl)c(C(F)(F)F)c2)cc1	-1	-10	-1	i	-11	-4.2	-5	0.9	16	-18
COc1ccc(-n2c(CCc3ccccc3)nnc2SCC(=O)c2ccc(Cl)cc2)cc1	-5	3	3	i	-5	13	2	-0.4	-7	5
CCCCN(CC)C(=O)c1cc2c(=O)[nH]c3ccc(C)cc3c2s1	6	-7	1	i	4	2.1	2	0.0	-68	-3
CCOC(=O)c1ccc(CNC(=O)C2CCCCC2C(=O)OCC(F)(F)F)o1 (centres undefined)	1	-7	1	i	23	-1.4	4	-0.2	15	-9
O=C(O)c1ccccc1-c1ccccc1C(=O)Nc1cccc(Br)c1	5	-1	14	i	7	-1.6	15	-0.1	0	-5
COc1cccc(NC(=S)/C(=C(\[O-])c2ccc(C)c([N+](=O)[O-])c2)[n+]2ccccc2)c1	-22	5	2	i	-4	-0.2	12	-1.6	-12	5
O=C1CCN1C1(C(=O)NC2CCCCC2)CCCC1	13	2	-1	i	-1	-1.3	-13	-0.8	12	7
Cc1ccccc1-c1cccc([C@@H]2C[C@H]3C(CN2)CON3C)c1 (some centres undefined)	-1	8	-4	i	2	-1.1	-12	-0.7	-14	-5
NNC(=O)Cn1nc(-c2ccccc2)c2ccccc2c1=O	0	-4	1	i	1	-0.9	12	-0.1	9	2
COC(=O)c1sc(NC(=O)c2ccco2)nc1C	2	-18	1	i	-3	-1.1	-8	-0.7	3	-4
